# Compound activity (PubChem BioAssay)
# HSP90 refold inh: HSP90 refolding inhibition in rabbit reticulocyte lysate; luciferase refolding luminescence, 3 h; inhibition, % at 5.6 µM; hit rate 0.91% among 290,000; AID 1789;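 active = inhibition above the screen-wide mean plus 3 SD, computed separately per campaign, cut at about 16% in these data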;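 note: 0% = DMSO wells and 100% = 60 µM geldanamycin wells; inhibitors lower the luminescence because luciferase stays unfolded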
# HSF1 inh: HSF1 inhibition. NIH3T3-HGL HSE-luciferase, MG132-induced, luminescence 8 h; hits give low values. activity change, negative = inhibition, % at 7.5 µM (by protocol). hit rate 0.77% among 300,000;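 active = more than half of replicate wells show activity change below -50%, luminescence cut by over half; inconclusive = some wells, but at most half, below -50%; inactive = no replicate well below -50%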;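 note: luciferase reports HSF-1 transcriptional activity via heat shock element; 0% = median of DMSO wells and -100% = zero luminescence signal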
# aSyn UTR inh: MLPCN primary screen, SNCA 5' untranslated region. AID 1813. hit rate 0.82% among 300,000. alpha-synuclein 5'UTR reporter, inhibitor activity. inhibition, % (tested at 7.5 µM); in the data active = inhibition above about 60%; inconclusive = no clear call, values can overlap the other calls;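 note: H4 neuroglioblastoma cells stably carrying SNCA 5'UTR luciferase fusion; 0% = DMSO wells and 100% = positive control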
# KLF5 inhibitor: kruppel-like factor 5 inhibition; DLD-1 KLF5 promoter-luciferase reporter, luminescence; inhibition, % at 5 µM; hit rate 0.23% among 290,000; AID 1700;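 active = inhibition above a per-plate limit of that plate's mean compound inhibition plus 3 SD, cut at about 60% in these data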;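 note: 0% = DMSO wells and 100% = LY294002 at 200 µM; higher means less KLF5 promoter-driven luciferase light; inactives centre near -14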
# Platelet DG rel: platelet dense granule release activity; human platelet-rich plasma, SFLLRN dense granule ATP release, luminescence; AID 1663; hit rate 0.22% among 300,000; inhibition, %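 (compounds screened at 7.5 µM in platelet-rich plasma)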;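 active = mean replicate score, as percent of positive control, at or above 50; inconclusive = mean below 50 but at least one replicate at or above 50; inactive = mean and every replicate below 50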
# HSF1 activator: increases HSF-1 driven luciferase reporter signal | NIH3T3-HGL HSF-1 luciferase reporter, MG132, 8 h; 100% = twice DMSO control signal | hit rate 1.7% among 300,000 | activation, % at 9 µM;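 active = mean replicate activation of at least 50% with a set share of replicates each reaching 50%; inconclusive = only one of those two conditions met; inactive = mean below 50% and too few replicates reaching it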;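 note: 0% = median of the neutral control wells and 100% = twice that signal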
# HDAC3 inhib: inhibitors of human histone deacetylase 3 | recombinant HDAC3, fluorogenic peptide/trypsin coupled, fluorescence | inhibition, % at 8.3 µM | hit rate 0.15% among 320,000 | AID 2718; in the data active = inhibition above about 26%, passing the limit was not always enough; inconclusive = no clear call, values can overlap the other calls
# Target sequence (O15379 whole entry, looked up): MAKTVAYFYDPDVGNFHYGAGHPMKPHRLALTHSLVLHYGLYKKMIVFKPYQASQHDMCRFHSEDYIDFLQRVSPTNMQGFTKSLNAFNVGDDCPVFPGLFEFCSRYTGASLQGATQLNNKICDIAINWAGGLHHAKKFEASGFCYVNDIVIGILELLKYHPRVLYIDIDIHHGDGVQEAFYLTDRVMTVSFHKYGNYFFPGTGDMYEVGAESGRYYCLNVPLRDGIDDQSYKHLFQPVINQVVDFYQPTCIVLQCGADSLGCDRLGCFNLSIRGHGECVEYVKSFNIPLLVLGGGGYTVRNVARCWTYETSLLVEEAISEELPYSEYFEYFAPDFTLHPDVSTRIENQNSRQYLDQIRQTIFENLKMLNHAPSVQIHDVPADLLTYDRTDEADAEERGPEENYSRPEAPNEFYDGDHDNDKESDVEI
# IEC-6 tox: counter-screen for KLF5 inhibitors: cytotoxicity in IEC-6 cells | IEC-6 cytotoxicity, luminescence viability | AID 1825 | hit rate 0.78% among 290,000 | inhibition, % at 5 µM; in the data active = inhibition above about 22%;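 note: 0% = plate median of test compound wells and 100% = cytotoxic reference compound wells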
# HIF activator: HIF pathway transcriptional activation; U2OS HRE-luciferase reporter, luminescence; normalized: DMSO 0%, desferrioxamine 100%; hit rate 0.32% among 300,000; AID 1910; activation, % at 7.5 µM (by protocol);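 active = mean activation of at least 10% of the iron chelator positive control signal, with at least half of replicates also reaching 10%; inconclusive = mean and replicate majority disagree about reaching 10%; inactive = mean and most replicates under 10%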
# AI-2 QS mod: modulators of Vibrio harveyi AI-2 quorum sensing system. Vibrio harveyi JMH597 AI-2 luminescence/OD600 ratio, 9 h; hits give low values; strain lacks LuxN and CqsS sensors; 0 = neutral-control median. activity change, % at 7.5 µM. hit rate 0.4% among 300,000; in the data active = activity change below about -75%, passing the limit was not always enough; inconclusive = no clear call, values can overlap the other calls;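 note: luminescence divided by OD600 gain over 9 h not by final OD600 alone; inactives centre near 13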
# Starred values were filed as active, the others as inactive; ? = inconclusive; · = no result given.
SMILES,HSP90 refold inh,HSF1 inh,aSyn UTR inh,KLF5 inhibitor,Platelet DG rel,HSF1 activator,HDAC3 inhib,IEC-6 tox,HIF activator,AI-2 QS mod
C#CCOCCOCCOCCNc1nc(N2CCN(C(=O)[C@H](Cc3ccc(O)cc3)n3cc([C@@H](N)C(C)CC)nn3)CC2)nc(N2CCN(C(=O)[C@H](Cc3cc4ccccc4[nH]3)n3cc([C@@H](N)C(C)CC)nn3)CC2)n1 (some centres undefined),11,-7,5,4,-3,0,?,-2,-2.3,17
COc1c2occc2c(OC(C)=O)c2c(=O)cc(C)oc12,5,-13,9,9,6,-27,2,8,1.2,-15
CCn1c(SCC(=O)N2CCCC2)nc2c(c1=O)SC(C)C2 (centres undefined),-4,-5,-10,-18,-5,-2,·,1,-0.1,14
CN(CC(=O)Nc1ccccc1C(F)(F)F)C(=O)Cn1c(=O)oc2ccccc21,·,-3,-1,·,-22,-4,0,·,0.2,·
CC(=O)Nc1ccc(S(=O)(=O)Nc2ccc(S(=O)(=O)N3CCCCCC3)cc2)cc1,2,-7,6,-3,-5,-11,6,2,-0.3,14
O=C(Nc1ccc(S(=O)(=O)N2CCCC2)cc1)c1ccc(CN2CCc3ccccc3C2)cc1,4,-1,-24,-14,4,0,3,1,-0.6,31
CCc1ccc2c(COC(=O)c3n[nH]c4ccccc34)cc(=O)oc2c1,-2,50,-175,-17,-2,?,·,4,5.9,38
O=C(Cn1ncc2c3ccccc3n(Cc3ccc(Cl)cc3)c2c1=O)NCCCN1CCCC1=O,-8,12,6,-13,-7,31,-2,-4,0.0,40
Cc1cc(C)nc(N=Nc2c(O)n(Cc3ccc(Cl)cc3)c3ccccc23)n1,3,20,-43,-31,4,29,8,6,0.6,6
O=C(Nc1ccccc1)N1CCN(c2ccc(C(F)(F)F)cn2)CC1,1,-3,10,-41,1,-19,0,-12,0.5,5
C#CCOCCOCCOCCNc1nc(N2CCOCC2)nc(N2CCN(C(=O)[C@H](Cc3cc4ccccc4[nH]3)n3cc([C@@H](N)CC(C)C)nn3)CC2)n1,6,0,-6,1,-10,-9,-4,0,-0.9,12
O=C1COc2ccc(C(=O)COC(=O)Cc3ccsc3)cc2N1,4,0,-24,-4,8,-1,1,-5,0.1,-85*
CCOc1ccc(-n2cnc3sc4c(c3c2=O)CCCC4)cc1,3,14,-49,-20,1,0,-3,4,0.9,-13
O=C(NNS(=O)(=O)c1ccccc1C(F)(F)F)c1cccc(S(=O)(=O)Nc2ccccc2Cl)c1,1,0,-13,-32,-10,-5,-2,-7,0.3,26
C=CCn1c(COc2ccccc2)nnc1SCC(=O)C(C)(C)C,3,0,-7,-5,-7,6,-2,3,-0.6,14
O=C(C[N+]12CC[N+](CC(=O)c3ccc(F)cc3)(CC1)CC2)c1ccc(F)cc1,1,-22,0,-48,14,-39,3,-10,-3.4,10
Cc1cccc(C(=O)Nc2ccc(C(=O)N/N=C/c3cccnc3)cc2)c1,-2,-2,3,-23,2,23,-3,5,0.4,26
O=C(NCc1ccccn1)c1cn(-c2ccccc2)nc1-c1ccc(Cl)cc1,4,-1,-58,-13,3,-4,-3,7,0.1,11
Cc1ccc(OCC(=O)Nc2nnn(C)n2)c(C)c1,-1,-2,-87,4,1,17,0,1,1.2,6
N#CC1=C(N)Oc2cc(O)ccc2C1c1ccc(Br)s1 (centres undefined),1,-3,1,-33,-2,9,4,-5,-0.9,2
O=C(NNS(=O)(=O)c1ccc(F)cc1)C1CCN(Cc2cccc(F)c2)CC1,3,1,-3,-15,2,5,-10,-4,0.0,-5
CC1=NN(C(=O)CCc2ccccc2)C(c2ccccc2)C1 (centres undefined),1,-12,9,0,3,7,-5,-1,0.0,13
O=C(CCN1C(=O)/C(=C/c2ccc(F)cc2)SC1=S)NC1CCS(=O)(=O)C1 (centres undefined),2,-3,-6,-17,4,-8,-2,6,-0.3,1
O=C(CSc1ccc2nnc(-c3ccccn3)n2n1)Nc1ccccc1C(F)(F)F,0,-1,6,-39,-1,-3,2,-3,-0.5,13
CCOC(=O)NC(=O)CN1C(=O)NC2(CCc3ccccc32)C1=O (centres undefined),0,-8,7,-12,2,-17,1,4,0.4,22

# New compounds follow
SMILES,HSP90 refold inh,HSF1 inh,aSyn UTR inh,KLF5 inhibitor,Platelet DG rel,HSF1 activator,HDAC3 inhib,IEC-6 tox,HIF activator,AI-2 QS mod
COc1ccc(OCC(O)CN(C)C(=O)/C=C/c2cccc([N+](=O)[O-])c2)cc1 (centres undefined),2,-6,14,-8,0,-4,-4,-3,-0.1,3
CCC(=O)Nc1cccc(-n2nnnc2SCC(=O)c2ccc(C)c(C)c2)c1,1,28,-84,-31,0,33,7,-7,1.2,16
Cc1cc(=O)[nH]c2c1c(=O)[nH]n2C1CC(C)N(C)CC1C (centres undefined),-3,-57*,-3,-8,2,-67,11,-1,-0.5,27
Cc1ccc2cc3c(NC(=O)CC(C)C)nn(C)c3nc2c1,0,3,24,-3,-6,-6,-4,-1,0.1,4
Cc1ccnn2c(-c3ccccc3)c3c(=O)n(C)c(=O)n(C)c3c12,0,-3,28,-13,-2,4,·,-2,0.0,9
O=S1(=O)C=C(SCCN2CCCC2)c2ccccc21,4,-5,-11,-35,3,-6,-3,0,0.5,10
CC1Cc2nc(SCC(=O)Nc3ccc4c(c3)OCO4)n(CCc3ccccc3)c(=O)c2S1 (centres undefined),0,0,17,13,1,-1,2,6,-0.2,19
CN1C(=O)c2c(sc3c2CC(C)(C)SC3)N2CCN=C12,·,-2,-1,·,-2,-2,·,·,-0.2,29
O=C1CC(C(=O)N(CC2CCCO2)C(C(=O)NC2CCCCC2)c2ccncc2)CS1 (centres undefined),-1,-3,-2,-18,4,-1,11,2,-0.2,23
CC1CCN(C(=O)CN(c2cccc(F)c2)S(C)(=O)=O)CC1,2,-5,1,-24,-1,-5,-1,-2,0.0,11
C=CCn1c(SCc2c(F)cccc2Cl)nnc1-c1ccco1,4,1,-47,-14,-1,16,-1,5,-0.1,13
Cc1ccc(S(=O)(=O)Oc2ccccc2/C=C2/SC(=O)NC2=O)cc1,-3,-6,-18,10,-9,-6,8,4,-0.1,46
COC(=O)N1c2ccccc2CCc2ccccc21,-5,3,7,-16,-4,2,-3,0,-17,17
CCN1C(=O)C2C(c3ccc(O)c(OC)c3)NC(C)(C(=O)OC)C2C1=O (centres undefined),2,-5,5,-7,0,-3,-2,2,-0.8,39
CC1CC(C)CN(CCC(=O)Nc2ccc3c(c2)CCC3)C1 (centres undefined),1,-2,-18,-33,-4,25,8,-2,0.3,8
O=C(NCCOC(=O)c1ccc(Cl)cc1)c1cccnc1,1,-4,7,-20,3,-2,4,-4,0.1,48
CCOC(=O)CSc1cc(=O)n(C)c2cc(Cl)ccc12,1,-2,14,-10,-7,-13,-4,4,0.2,9
O=C(NC(=O)N1CCCCC1)c1ccc(Cl)cc1,5,-2,-18,-15,-9,21,·,3,0.2,8
Cc1cc(C)n(/N=C/c2ccc(C(C)C)cc2)c(=O)c1C#N,-3,-13,9,0,-7,-8,3,6,-0.3,5
Cc1ccc(Cn2c3ccccc3c3cn[nH]c(=O)c32)cc1,0,-4,33,13,16,-4,-4,0,0.3,13
COc1ccc(-c2csc(NC(=O)CSc3nnc(Nc4ccccc4C)s3)n2)cc1,-1,-10,25,-11,7,8,-2,0,-2.0,32
CCC(C)NC(=O)CCn1c(-c2ccccc2)cc(C(C)=O)c1C (centres undefined),3,-8,6,-17,26,-10,-10,3,-1.0,19
COc1cc(OC)c(NC(=O)c2cncn2-c2ccc(F)cc2)cc1Cl,2,11,-37,-11,-2,14,1,0,-0.9,·
C(=C\c1ccccc1)/C=N/n1cnnc1,-2,-2,-10,-4,-1,24,7,0,0.0,38
CC(C)C[C@H]1CN=C(Nc2ccccc2)N1CC1CCC1,-7,-5,14,-22,-3,-13,-4,-7,-0.1,14

# Further entries
SMILES,HSP90 refold inh,HSF1 inh,aSyn UTR inh,KLF5 inhibitor,Platelet DG rel,HSF1 activator,HDAC3 inhib,IEC-6 tox,HIF activator,AI-2 QS mod
COc1ccc(S(=O)(=O)Cc2ccc(C(=O)NCCCN3CCc4ccccc4C3)o2)cc1,1,6,0,-25,3,1,-6,-4,0.1,-6
Cc1cc(NS(=O)(=O)c2ccc(NC(=O)C(C)Oc3ccc(Cl)cc3)cc2)no1 (centres undefined),-3,0,4,10,12,4,3,4,-0.4,27
CC(=O)c1cccc(NC(=O)CCc2nnc3ccc(N4CCN(C)CC4)nn23)c1,-4,-2,2,-13,13,-20,1,-4,0.0,27
C/C(N)=C(/C#N)C(=O)COC(=O)c1cc2c(s1)CCC(C)C2 (centres undefined),-1,14,-73,-57,1,24,1,0,2.1,-14
CC1CCC(N2CC(=O)N(Cc3ccc4c(c3)OCO4)C(c3ccc(F)cc3)C2=O)CC1 (centres undefined),9,5,4,15,-5,1,-6,8,-0.3,12
Cc1cc(=O)[nH]c(SCCOc2ccc(OC(C)C)cc2)n1,15,-1,-53,-20,2,15,-1,-1,2.5,45
FC(F)(F)c1cc(-c2ccco2)nc(NCc2ccc(Cl)cc2)n1,2,6,11,6,0,5,4,2,-0.2,23
O=C(OCC(=O)N1c2ccccc2Sc2ccccc21)c1ccc[n+]([O-])c1,3,·,·,-25,·,·,-7,-4,·,·
Cc1ccc(C)c(NC(=O)Cn2nnc(-c3ccc(N4CCOCC4)cc3)n2)c1,-2,3,-23,7,-3,7,-1,-5,-3.8,16
Cc1cc(C)n2nc(SCc3nnc(-c4ccccc4Br)o3)nc2n1,-8,6,1,-64,-1,12,8,-4,0.2,64
COc1ccc(OCC(=O)Nc2ccccc2C(=O)N2CCOCC2)cc1,-2,-9,-3,-17,-2,-27,1,-3,-0.9,7
Cn1ncc(S(=O)(=O)Cc2ccccc2)c(Cl)c1=O,-1,-9,-1,-16,-1,-6,-1,-5,0.3,61
Cc1cccc(C(=O)/C=C2/c3ccccc3CC(C)(C)N2C)c1,-1,2,15,-12,-6,-3,-1,-1,0.0,17
COc1cc(/C=N/NC(=O)CNS(=O)(=O)c2ccc(C)cc2)cc(OC)c1OC,·,-6,13,·,8,-3,5,·,0.4,12
COc1ccc(/C=N/NC(=O)Cc2cc(OC)c(OC)cc2[N+](=O)[O-])cc1,0,1,26,-19,3,-8,12,-2,1.3,26
CCOC(=O)C(Cc1ccccc1)NC(=O)Cn1nnc(-c2ccccc2)n1 (centres undefined),-4,2,-3,4,-6,-7,7,-1,-1.0,31
Cc1ccc(C(=O)NC(=O)OCCn2c(C)cnc2[N+](=O)[O-])cc1,3,8,-33,-29,-2,25,1,10,-0.8,-3
Cc1nn(CC(=O)N2CCC(C)CC2)c(=O)c2cccn12,1,-1,10,-3,5,-21,3,0,-0.7,3
O=C(c1ccsc1)N1CCCC(N2CCOCC2)C1 (centres undefined),-8,-2,-1,-7,12,-1,-6,2,-0.1,26
CN1CCN(CCCCOc2ccccc2-c2ccccc2)CC1,-2,-7,-35,8,-5,-3,2,1,-0.4,1
Cc1ccsc1/C=N/NC(=O)c1nnn(-c2nonc2N)c1-c1ccc2c(c1)OCO2,-2,4,-10,-23,-11,18,4,3,0.0,18
